# p53 reactivation – qHTS assay for re-activators of p53 using a Luc reporter; H1299 p53-A138V BP100-luciferase reporter, luminescence, 24 h; Potency, µM (titrated, usually from 92.2 µM), inactives show at the highest dose activity change, positive = activation, usual class: activators; 320,000 compounds, 0.063% hits; AID 504706, 2011; further: potency means the concentration at half of the fitted maximal effect; % of control where 0% means no effect; nearly all actives have a fitted effect of over 45% in size
#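 H1299 (p53-null), stable ts p53-A138V + BP100-Luc; 1000 cells/well, Opti-MEM/10% FBS; cpd 4 pt, 1:5; 24 h, 37 deg C, 5% CO2; detection reagent 10 min RT; luminescence.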
# TRPV1 agonist – HTS Assay for Compounds that Act as Agonists of the Vanilloid Receptor 1 | Transient receptor potential cation channel subfamily V member 1 (Homo sapiens), Q8NER1 | TRPV1-expressing cells, Fluo-8 calcium influx, agonist mode | activation, % at 8.33 µM | 320,000 compounds, 0.19% hits | AID 540275, 2011; in the data active means activation above about 80%; inconclusive means between about 30% and that limit; further: 0% is about no effect
#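 Fluo-8 calcium influx in TRPV1-expressing cells, kinetic read (ex 480/em 520 nm). Compound added and read 3 min for agonist activity, followed by capsaicin at EC20 final and 2 min further read for enhancement.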
# BRCA1 expr act – qHTS Assay to Identify Small Molecule Activators of BRCA1 Expression | 380,000 compounds, 1.1% hits | Potency, µM (series often up to 46.1 µM), for the others: at the highest dose activation, usual class: activators | MCF7-BRCA1-FFLuc reporter, luminescence, 48 h; response scale: scaled: vehicle 0%, 10 µM genistein 100% | AID 624202, 2012; further: potency means the concentration at half of the fitted maximal effect; nearly all actives have a fitted effect of over 80% in size; some results filed as inactive show a strong effect at the top dose
#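 Luminescence from a BRCA1-driven firefly luciferase in MCF7 cells was the read-out, taken 15 min after substrate addition following 48 h compound exposure at 37 °C. Data were normalized to a 10 microM genistein control and DMSO vehicle.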
# Integrin act MD – qHTS for Activators of Integrin-Mediated Alleviation for Muscular Dystrophy; alpha7betagal myoblasts, beta-gal FDG fluorescence, 48 h; Potency, µM (titrated, usually from 38.3 µM), inactives show at the highest dose activation, most hits filed as activators; 350,000 compounds, 0.064% hits;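 further: potency means the concentration at half of the fitted maximal effect; 100% = response of the positive control SU9516; nearly all actives have a fitted effect of over 60% in size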
#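 Alpha7betagal+/- myoblasts (passage 13) were plated 16-24 hr, then exposed to compounds (1:260 dilution of DMSO stock) for 48 hours at 37C. After MPER lysis, β-galactosidase reporter activity was read as FDG fluorescence (ex 480/em 540) after 30 minutes.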
# TSG101-PTAP inh – qHTS Assay for Iinhibitors of HIV-1 Budding by Blocking the Interaction of PTAP/TSG101; Fluorescence polarization, FITC-PTAP peptide / Tsg101 binding; Tumor susceptibility gene 101 protein (Homo sapiens), Q99816; Potency, µM (series often up to 115 µM), without a hit: at the top dose activity change, negative = inhibition, most hits filed as inhibitors; 340,000 tested, under 10 active; active means well fitted inhibition curve with a large enough effect in the main read-out, with a control signal flat, not every such curve was filed as active; inconclusive means small, poorly fitted or top-dose-only effect, or effect the other way, or a change in a side signal; inactive means no such curve, though single readings can be large or run the other way; further: potency means the concentration at half of the fitted maximal effect; % of control where 0% means no effect
# Target sequence (Q99816 whole entry, looked up): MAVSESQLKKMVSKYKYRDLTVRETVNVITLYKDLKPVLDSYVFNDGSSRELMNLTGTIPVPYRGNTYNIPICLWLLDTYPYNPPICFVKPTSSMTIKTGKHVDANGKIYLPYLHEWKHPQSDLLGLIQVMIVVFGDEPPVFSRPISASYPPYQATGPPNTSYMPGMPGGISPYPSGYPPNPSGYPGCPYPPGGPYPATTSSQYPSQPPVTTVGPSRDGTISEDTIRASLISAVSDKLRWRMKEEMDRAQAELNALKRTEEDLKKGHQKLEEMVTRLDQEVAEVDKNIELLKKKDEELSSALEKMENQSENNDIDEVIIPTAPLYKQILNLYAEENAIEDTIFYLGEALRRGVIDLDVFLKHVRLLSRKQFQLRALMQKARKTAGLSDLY
#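 Tsg101 binding domain (10 uM final) was mixed with compound and a FITC-labeled PTAP peptide (50 nM final) in HEPES pH 7.5 buffer with NaCl, Tween 20, EDTA and TCEP; fluorescence polarization was read after 20 min at r.t.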
# CXXC DNA block – qHTS Fluorescence Polarization Assay for Inhibitors of MLL CXXC domain - DNA interaction. Histone-lysine N-methyltransferase 2A (Homo sapiens), Q03164. MLL-CXXC / FITC-HOXA9 DNA fluorescence polarization. Potency, µM (doses to about 115 µM), for the others: top-dose activity change, negative = inhibition, most hits filed as inhibitors. 290,000 compounds, 0.037% hits. AID 2662, 2010; active means well fitted inhibition curve with a large enough effect in the polarisation, with a control signal flat, not every such curve was filed as active; inconclusive means small, poorly fitted or top-dose-only effect, or effect the other way, or a change in a side signal; inactive means no such curve, though single readings can be large or run the other way; the % refers to the polarisation; further: potency means the concentration at half of the fitted maximal effect
#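 Steps: dispense CXXC domain solution (7 uM) → pin compounds or unlabeled HOX-A9 DNA control → 5 min ambient → add FLSN-HOX-A9 solution (50 nM) → spin → 30 min ambient → fluorescence polarization. Tris pH 7.5/NaCl/DTT/BSA buffer.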
# AT treatment – qHTS Assay for Identifying a Potential Treatment of Ataxia-Telangiectasia; […] A-T fibroblasts, KAP-1 phosphorylation AlphaLISA; neocarzinostatin DNA damage 30 min before lysis; Potency, µM (titrated, usually from 57.5 µM), inactives show at the top dose activation, hits mostly activators; 320,000 compounds, 0.19% hits; AID 485349, 2010; further: potency means the concentration at half of the fitted maximal effect; % of control where 0% means no effect; nearly all actives have a fitted effect of over 45% in size
#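 hTERT-immortalized A-T patient fibroblasts ([…]), 500 cells/well in OPTI-MEM, 1% FBS, got compounds for 60 min, then NCS for 30 min at 37C. Lysates were then assayed for phospho-KAP-1 by AlphaLISA (anti-pKAP1 donor, anti-KAP1 acceptor beads), 6 hr at 25C.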
# TCR activator – Activators of T cell receptors: qHTS campaign | Potency, µM (series often up to 9.22 µM), for the others: at the highest dose activation of IL-2 secretion, most hits filed as activators | AID 504894, 2011 | primary human leukocytes, anti-CD3, IL-2 HTRF, 48 h | 330,000 tested, under 10 active; further: % of control where 0% means no effect
#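 48 hr co-incubation of compounds, a-CD3 beads and primary human leukocytes; IL-2 quantified homogeneously by HTRF with anti-IL-2 K and d2 conjugates.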
# ELG1 repair inh – qHTS screen for small molecules that inhibit ELG1-dependent DNA repair in human embryonic kidney (HEK293T) cells expressing luciferase-tagged ELG1 | HEK293T ELG1-luciferase reporter, luminescence, 16 h; DNA damage induced by 5-fluorouridine | Potency, µM (highest dose often 46.1 µM), inactives show top-dose activity change, negative = inhibition, actives largely listed as inhibitors | 330,000 compounds, 2.3% hits; further: potency means the concentration at half of the fitted maximal effect; on the % scale 0 is the no-effect control and ±100 the full control effect; nearly all actives have a fitted effect of over 55% in size
#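 Step one: seed 2,000 cells per well. Step two: pin-transfer compound or DMSO alongside 5-fluorouridine. Step three: incubate 16 hr, 37 °C, 5% CO2. Step four: add ONE-Glo, wait 30 min, read luminescence.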
# B2AR arrestin – qHTS assay of beta-arrestin-biased ligands of beta2-adrenergic receptor. beta-arrestin recruitment to beta2AR, cell-based reporter. 330,000 compounds, 0.02% hits. AID 492947, 2010. Beta-2 adrenergic receptor (Homo sapiens), P07550. Potency, µM (top dose mostly 46.1 µM), inactives show top-dose activation, usual class: activators;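 further: potency means the concentration at half of the fitted maximal effect; 0% = DMSO controls and full agonism = EC100 isoproterenol or metaproterenol; nearly all actives have a fitted effect of over 65% in size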
# Target sequence (P07550 whole entry, looked up): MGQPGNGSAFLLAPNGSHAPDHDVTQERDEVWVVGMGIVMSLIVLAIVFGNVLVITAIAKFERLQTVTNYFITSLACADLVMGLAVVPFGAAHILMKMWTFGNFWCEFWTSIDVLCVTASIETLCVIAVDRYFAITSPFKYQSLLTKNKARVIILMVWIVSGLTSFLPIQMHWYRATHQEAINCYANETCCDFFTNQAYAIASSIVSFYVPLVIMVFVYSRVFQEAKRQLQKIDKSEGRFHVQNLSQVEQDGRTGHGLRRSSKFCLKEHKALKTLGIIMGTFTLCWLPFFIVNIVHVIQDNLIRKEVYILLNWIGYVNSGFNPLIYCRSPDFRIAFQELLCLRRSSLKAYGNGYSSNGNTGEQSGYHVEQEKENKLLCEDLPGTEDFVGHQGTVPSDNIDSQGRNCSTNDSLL
# An asterisk follows results filed as active; ? = inconclusive; / = not tested or not shown; [ ] = dose if it differs, or a comment. Unless noted, the call rests on the fitted dose curve; in most records, active means well fitted curve in the direction sought with a large enough effect; inconclusive means small, poorly fitted or top-dose-only effect, or another doubt; inactive means no such curve, though single readings can be large; an effect the other way counts as inactive or inconclusive. Not a hit list, and some 3.8% of all compounds hit somewhere here.
SMILES,p53 reactivation,TRPV1 agonist,BRCA1 expr act,Integrin act MD,TSG101-PTAP inh,CXXC DNA block,AT treatment,TCR activator,ELG1 repair inh,B2AR arrestin
OCCN1CCN(C(c2cccs2)c2ccc3cccnc3c2O)CC1 (stereo not given),-37%[inhibitor],2,/,/,/,-1%,-10%,/,-7%,3.4%
COc1ccc(NS(=O)(=O)c2cc(NS(=O)(=O)c3cccs3)ccc2C)cc1,-3%,1,-56%,6%,-1%,/,-14%,4%,-19%,2.8%
Nc1ccccc1NC(=O)c1ccccc1,9%,1,-48%,20%,-7%,0%,3%,1%,?,0.7%
O=C(c1cc2ccccc2oc1=O)N(Cc1cccc(Br)c1)C1CCS(=O)(=O)C1 (stereo not given),1%,0,10%,-4%,1%,-2%,5%,3%,19%,-1.1%
COc1ccc(N2CCN(C(=O)c3ccc(S(=O)(=O)N4CCCCCC4)cc3)CC2)cc1,11%,4,3%,-24%,-5%,/,-2%,2%,?,0.0%
C=CCOc1c(Br)cc(CNc2ccc(NC(=O)C(C)C)c(OC)c2)cc1OCC,?,-9,-36%,?,-5%,21%,-12%,-2%[46.1 µM],1%,?
CCc1ccc(NC(=O)CN(c2cccc(C)c2)S(C)(=O)=O)cc1,-2%,2,3%,-10%,2%,-21%,-6%,-1%,-2%,0.3%
CCOc1cccc(CNn2cnnc2)c1OCc1ccccc1Cl,-16%,18,-21%,12%,-1%,0%,1%,-8%,-7%,-0.3%
Cc1ccc(S(=O)(=O)N2CCC(NC(=O)c3cccnc3)CC2)cc1Cl,1%,1,-12%,12%,-9%,-1%,-5%,-2%,-11%,0.3%
COc1cc2[nH]c(=O)n3nc(-c4ccccc4)nc3c2cc1OC,6%,-3,0%,3%,-5%,-7%,0%,-2%[46.1 µM],21µM*,-0.2%
CC(C)CCNC(=O)c1cc2c(=O)[nH]c3ccccc3c2s1,-3%,2,-20%,-39%,1%,-5%,8%,-3%,7%,-0.2%
CN(Cc1cccc(Cl)c1Cl)c1ccc(S(=O)(=O)N2CCCCC2)cc1[N+](=O)[O-],1%,4,-35%,-28%,-1%,3%,-2%,-8%[46.1 µM],-2%,5.4%
COc1ccc(OCc2cnc(Cl)s2)cc1,?,25,75%,15%,1%,7%,-1%,1%,25%,0.1%
CCOC(=O)NC(=S)Nc1ccc(C(C)(C)C)cc1Br,9%,26,9%,-11%,-4%,-5%,5%,8%,13%,0.7%
CCC(=O)Nc1ccc(Cl)c(NC(=S)NC(=O)COc2ccccc2)c1,5%,1,-1%,9%,-3%,16%,-1%,0%[46.1 µM],-5%,4.4%
O=C(NCCc1nnc2ccc(SCC(=O)N3CCOCC3)nn12)c1ccccc1,9%,-4,-10%,3%,-8%,-1%,-1%,3%,10%,-0.3%
O=C(NCCS(=O)(=O)N1CCN(c2ccccc2F)CC1)c1ccc(F)c(F)c1,-2%,18,-13%,1%,-1%,/,9%,6%,18%,0.4%
O=C(COC(=O)c1cc(S(=O)(=O)N2CCCCC2)ccc1N1CCOCC1)NCCc1ccc(F)cc1,1%,-2,-14%,16%,-2%,-1%,7%,5%,?,-0.3%
C=CCN1C(=O)c2ccc(C(=O)N(C)Cc3ccc(C)o3)cc2C1=O,2%,3,12%,2%,1%,/,5%,3%,19%,-0.8%
CCOC(=O)Nc1ccc2c(c1)C(=NNC(N)=S)c1ccccc1-2,/,/,-82%,-59%[inhibitor],-1%,/,/,4%,/,/
CCc1nnc(NC(=O)c2ccc(-c3ccc(F)cc3)o2)s1,-7%,-2,30%,?,0%,0%,-2%,0%,22%,0.0%
CCN(CC)c1ccc(/C=N/NC(=O)c2ccoc2C)c(O)c1,?,?,-6%,15%,-3%,23%,-8%,9%,?,10.0%
COc1cc(OC)cc(C(=O)Nc2ccccc2C(=O)NCc2cccnc2)c1,0%,23,-2%,13%,-6%,-2%,-1%,3%,?,0.5%
O=C(CSc1nnc(CNC(=O)c2cccs2)o1)Nc1ccccc1F,14%,2,0%,-45%,-6%,?,4%,-8%,?,0.0%
O=C(O)COc1ccccc1/C=C1\SC(=Nc2ccc(F)cc2)N(c2ccc(F)cc2)C1=O,-9%,-3,0%,-18%,-3%,-24%,2%,-6%,-7%,-0.1%
Cc1nc(C)c(Oc2ccc(Cl)cc2Cl)c(=O)[nH]1,-5%,?,-4%,10%,1%,1%,6%,6%,-10%,-0.6%
O=C(COC(=O)c1ccc(S(=O)(=O)N2CCCC2)cc1)Nc1ccc(F)cc1F,4%,5,3%,5%,-8%,0%,2%,2%,4%,0.2%
COc1ccc(CSCC(=O)Nc2ccc(S(=O)(=O)N3CCCCCC3)cc2)cc1,20%,?,-24%,-20%,2%,-4%,5%,7%[46.1 µM],?,-0.2%
O=C(COc1ccc(S(=O)(=O)N2CCOCC2)cc1)Nc1ccc(Cl)c(C(F)(F)F)c1,-5%,2,-75%,-56%[inhibitor],-1%,7%,6%,3%,?,-0.4%
CC(=O)c1c(C)nc(-c2ccccc2)nc1N,5%,0,26%,-13%,-3%,?,-2%,8%,?,-1.6%
CCOC(=O)C1CCN(S(=O)(=O)c2ccc3c(c2)CC(C)N3C(=O)C2CCC2)CC1 (stereo not given),1%,10,-15%,-2%,-4%,7%,6%,-3%,?,-0.1%
CC(=O)Nc1ccc(SC[C@H](C)CN2CC[C@H](O)CCC2=O)cc1,3%,1,1%,5%,-5%,/,9%,9%,?,0.0%
COc1ccc(OC)c(C2C(C(=O)c3cccs3)=C(O)C(=O)N2CCN2CCOCC2)c1 (stereo not given),4%,-3,-5%,-10%,-1%,-8%,-4%,-3%,-15%,0.1%
CCOC(=O)[C@@H]1CCNC[C@@H]1c1ccccc1,-10%,-8,-3%,12%,-3%,-18%,2%,0%,1%,-0.2%
O=C(/C=C/c1ccc2c(c1)OCO2)NC1CCCC1,/,19,?,-49%[inhibitor],0%,-3%,35%,/,?,-0.5%
Nc1ccc(Cl)c(NC(=O)c2cccs2)c1,?,4,11%,-4%,-2%,-6%,2%,-3%,24%,-1.8%
CC1Cc2nc(SCC(=O)Nc3nccs3)n(C)c(=O)c2S1 (stereo not given),-20%,-1,0%,-9%,0%,2%,11%,-3%[46.1 µM],-9%,-0.2%
Oc1sc(C=Nc2ccc(F)cc2)c2ccccc12,13%,1,14%,-18%,?,?,6%,/,?,-0.9%
O=C(CCCCCCCC(=O)N1CCCC1)N1CCCC1,/,/,-20%,-5%,0%,/,/,-1%,/,/
CCOC(=O)C(=O)/C(C#N)=C/Nc1ccc(F)cc1,-3%,5,-12%,16%,0%,1%,7%,2%,-2%,-0.4%
COc1ccccc1C(=O)NCCC(=O)N1CCCCC1,16%,-4,-3%,3%,-2%,4%,-4%,0%,3%,-0.1%
CCOc1cc(C(=O)NN2CCOCC2)cc(OCC)c1OCC,?,-4,0%,25%,1%,-6%,-2%,-10%,16%,-0.4%
O=C1C(Br)=Cc2cccc3cccc1c23,-7%,-8,-13%,21%,-26%,?,/,12%,?,-0.2%
CC(=O)N1CCN(CCN=CC2=C(O)CC(c3cccs3)CC2=O)CC1 (stereo not given),-3%,4,-22%,1%,-17%,-1%,0%,4%,-9%,0.0%
COc1ccc(-c2c(C)nn(Cc3ccccc3)c2N)cc1,-2%,-3,-30%,0%,/,6%,-10%,/,12%,-0.8%
Cc1ccc(S(=O)(=O)N(CC(=O)NCCSCc2ccco2)c2ccc(F)cc2)cc1,3%,-2,/,/,/,6%,5%,/,2%,-0.5%
Cc1nc(-c2ccccc2)sc1-c1nc(-c2cccs2)ncc1S(=O)(=O)c1ccccc1,14%,0,/,/,/,-4%,-4%,/,16%,0.0%
CCCc1cc(=O)oc2c(C)c3occ(C)c3cc12,-1%,29,2%,18%,-2%,11%,-1%,4%,-15%,-0.1%

# 2 entries drawn at random from the list so far, as already listed:
SMILES,p53 reactivation,TRPV1 agonist,BRCA1 expr act,Integrin act MD,TSG101-PTAP inh,CXXC DNA block,AT treatment,TCR activator,ELG1 repair inh,B2AR arrestin
CCCc1cc(=O)oc2c(C)c3occ(C)c3cc12,-1%,29,2%,18%,-2%,11%,-1%,4%,-15%,-0.1%
COc1ccccc1C(=O)NCCC(=O)N1CCCCC1,16%,-4,-3%,3%,-2%,4%,-4%,0%,3%,-0.1%

# Assay outcomes (PubChem BioAssay)
